Source: PubChem (Johns Hopkins Ion Channel Center)
Kir21 inh: inhibitors of mouse Kir2.1 inward-rectifier potassium channel. P35561. HEK293-Kir2.1, FluxOR thallium flux fluorescence; stronger effect = lower value. B-score at 10 µM. 310,000 compounds, 0.85% hits;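 active = fluorescence ratio B-score at or below minus 3 SD of library scores, with starting-brightness B-score within 2 SD, cut at about -4.2 in these data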;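 also: channel flux triggered by added potassium and thallium sulfate stimulus; B-score of peak minus minimum fluorescence over baseline after thallium stimulus; more negative B-score means stronger Kir2.1 block with less thallium influx; some compounds called inactive have numbers as strong as hits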
Target sequence (P35561 whole entry, looked up): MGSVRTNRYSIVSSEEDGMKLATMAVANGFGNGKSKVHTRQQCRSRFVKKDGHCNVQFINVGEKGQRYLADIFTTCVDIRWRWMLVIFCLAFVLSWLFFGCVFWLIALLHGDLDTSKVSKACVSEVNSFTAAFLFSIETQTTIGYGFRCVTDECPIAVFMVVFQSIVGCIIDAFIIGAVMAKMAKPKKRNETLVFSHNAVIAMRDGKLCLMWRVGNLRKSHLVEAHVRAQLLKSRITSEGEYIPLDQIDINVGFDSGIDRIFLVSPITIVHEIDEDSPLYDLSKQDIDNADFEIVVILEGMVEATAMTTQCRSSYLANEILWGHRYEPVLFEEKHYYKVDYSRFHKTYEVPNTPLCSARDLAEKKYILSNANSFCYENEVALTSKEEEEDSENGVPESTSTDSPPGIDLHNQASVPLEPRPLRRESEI
CHT block: human CHT choline transport inhibition; B-score at 10 µM; 310,000 compounds, 0.86% hits; Q9GZV3; CHT-expressing cells, membrane potential dye, choline response; stronger effect = lower value;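 active = B-score over 3 SD under the library average, and starting fluorescence ratio not unusually high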;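 also: choline stimulus applied at its EC90 after an EC20 pre-addition; B-score computed on integrated fluorescence ratio after choline addition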
Target sequence (Q9GZV3 whole entry, looked up): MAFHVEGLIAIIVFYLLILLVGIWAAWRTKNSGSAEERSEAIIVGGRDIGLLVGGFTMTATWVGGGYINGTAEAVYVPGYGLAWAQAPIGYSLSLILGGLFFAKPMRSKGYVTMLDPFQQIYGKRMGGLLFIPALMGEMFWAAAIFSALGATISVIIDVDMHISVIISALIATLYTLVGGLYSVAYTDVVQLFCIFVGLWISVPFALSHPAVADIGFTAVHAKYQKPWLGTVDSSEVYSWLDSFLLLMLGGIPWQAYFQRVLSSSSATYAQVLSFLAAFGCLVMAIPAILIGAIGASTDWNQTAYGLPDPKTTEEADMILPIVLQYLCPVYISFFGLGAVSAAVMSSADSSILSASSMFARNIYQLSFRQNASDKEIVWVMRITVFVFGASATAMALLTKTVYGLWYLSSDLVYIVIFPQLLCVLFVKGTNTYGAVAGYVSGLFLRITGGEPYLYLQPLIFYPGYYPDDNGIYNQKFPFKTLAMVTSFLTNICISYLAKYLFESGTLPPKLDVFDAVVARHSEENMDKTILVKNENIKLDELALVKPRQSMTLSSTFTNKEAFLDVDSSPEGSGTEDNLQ
Numbers without * were called inactive.

For CC(C)(CO)NC(=O)CC1C(=O)NCCN1CC(c1ccccc1)c1ccccc1 (stereo unspecified) the results were Kir21 inh 0.83 and CHT block inactive.
Screening O=c1c2ccccc2cnn1-c1nc2ccccc2[nH]1 returned Kir21 inh 0.21.
`O=C(COc1ccccc1)Nc1ccccc1C(=O)NCc1ccco1` gave Kir21 inh -1.09 and CHT block inactive.
For Cc1cc(N2CCCCC2)n2ncc(-c3ccc(Cl)cc3)c2n1 the results were Kir21 inh 0.6 and CHT block inactive.
For Cc1c(C(=O)N2CCN(c3ccc(F)cc3)CC2)sc2nc(-c3ccccc3)cn12 the results were Kir21 inh -0.45 and CHT block inactive.
Screening Cc1nn(C)c(Oc2ccccc2)c1[N+](=O)[O-] returned Kir21 inh 0.13 and CHT block inactive.
Screening O=C(NCc1ccccc1)C1=C[C@H](C2CCCCC2)C[C@H](OCc2ccc(CO)cc2)O1 returned Kir21 inh 0.04 and CHT block inactive.
`O=[N+]([O-])c1ccc(CSc2nnc3ccccn23)cc1` gave Kir21 inh 0.51 and CHT block -13.3*.
CC(C)Cn1c2c(c(O)c(C(=O)Nc3nccs3)c1=O)CCCC2 was read as Kir21 inh -0.44 and CHT block inactive.
For Nc1nnnn1CC(=O)OCc1cccc(Br)c1 the results were Kir21 inh -2.8 and CHT block inactive.
`CCc1cc(=O)oc2cc(C)cc(OCC(=O)N3CCC[C@@H]3C(=O)O)c12` gave Kir21 inh 0.66 and CHT block inactive.
O=C(CNC(=S)NC(=O)c1ccc(F)cc1)c1ccccc1 was read as Kir21 inh -1.44 and CHT block inactive.
`C#CCOCCOCCOCCNc1nc(N2CCN(C(=O)C([C@@H](C)CC)n3cc(C(N)CO)nn3)CC2)nc(N2CCN(C(=O)[C@H](CCC(=O)O)n3cc(C(N)[C@H](C)CC)nn3)CC2)n1` (stereo partly specified) gave Kir21 inh 0.68.
CCOC(=O)c1cc(-c2ccc(OC)cc2)n(CCC(=O)NC2CCN(Cc3ccccc3)CC2)c1C was read as Kir21 inh -1.82 and CHT block inactive.
CCC(C)(C)NC(=O)CN(C(=O)CCC(=O)Nc1ccccn1)c1ccc(F)c(Cl)c1 was read as Kir21 inh 0.03 and CHT block inactive.

Filtered by structure: the compounds so far with fluorine (3)
For Cc1c(C(=O)N2CCN(c3ccc(F)cc3)CC2)sc2nc(-c3ccccc3)cn12 the results were Kir21 inh -0.45 and CHT block inactive.
O=C(CNC(=S)NC(=O)c1ccc(F)cc1)c1ccccc1 was read as Kir21 inh -1.44 and CHT block inactive.
CCC(C)(C)NC(=O)CN(C(=O)CCC(=O)Nc1ccccn1)c1ccc(F)c(Cl)c1 was read as Kir21 inh 0.03 and CHT block inactive.

The listing continues:
For CC(=O)c1ccc(/C=C/c2nc3ccccc3n2C)o1 the results were Kir21 inh 0.48 and CHT block inactive.
`CCN(CC)S(=O)(=O)c1ccc(S(=O)(=O)N(CC(=O)Nc2ccccc2)Cc2ccco2)cc1` gave Kir21 inh -0.02 and CHT block inactive.
CC(CCc1ccccc1)NC(=O)c1cnc(Cl)c(Cl)c1 (stereo unspecified) was read as Kir21 inh 1.23 and CHT block inactive.
For Cc1ccc(-c2c[n+](CC(=O)Nc3ccc(C)cc3C)c3n2CCC3)cc1 the results were Kir21 inh 0 and CHT block inactive.
CC(C)NC(=O)COC(=O)c1ccc(Oc2ccccc2)cc1 was read as Kir21 inh 1.57 and CHT block inactive.
For CC(C)c1nc(CNC(=O)c2ccc(OC3CCN(Cc4ccccn4)CC3)cc2)cs1 the results were Kir21 inh 0.64 and CHT block inactive.
Cc1cccc(C)c1OCC(=O)Nc1cccc(NC(=O)c2ccco2)c1 was read as Kir21 inh -0.71 and CHT block inactive.
CS(=O)(=O)N1CCC(Oc2cccc(C(=O)NCCCC3CCCC3)c2)CC1 was read as Kir21 inh -0.35 and CHT block inactive.
Screening CCOc1ccc(C(=O)CCNC(Cc2cnc[nH]2)C(=O)O)cc1 (stereo unspecified) returned Kir21 inh 0.22 and CHT block inactive.
`COc1cc2nc(CN3CCC(Cc4ccccc4)CC3)[nH]c(=O)c2cc1OC` gave Kir21 inh -0.54 and CHT block inactive.
`O=C(NN=C1CCCCCC1)C(=O)Nc1cccc(Br)c1` gave Kir21 inh -3.43 and CHT block inactive.
`COC(=O)CSc1cnc2ccccc2n1` gave Kir21 inh -0.07 and CHT block inactive.
CC(C)(C)c1ccccc1NC(=O)CN1C(=O)NC2(CCCC2)C1=O was read as Kir21 inh 1.25 and CHT block inactive.
Cc1cc(C)n2nc(SCN3C(=O)c4ccccc4C3=O)nc2n1 was read as Kir21 inh -0.48 and CHT block inactive.
Oc1ccccc1-c1nnc(-c2ccc(C(F)(F)F)cc2)o1 was read as Kir21 inh 0.24 and CHT block inactive.

Overlap with the part before: 2 compounds, followed by the next part.
Cc1cc(C)n2nc(SCN3C(=O)c4ccccc4C3=O)nc2n1 was read as Kir21 inh -0.48 and CHT block inactive.
Oc1ccccc1-c1nnc(-c2ccc(C(F)(F)F)cc2)o1 was read as Kir21 inh 0.24 and CHT block inactive.
Screening CCOc1ccc(S(=O)(=O)N2CCC(C(=O)NCc3ccncc3)CC2)cc1 returned Kir21 inh 0.6 and CHT block inactive.
Screening CC(C)C(=O)NC(c1ccco1)c1ccc2cccnc2c1O (stereo unspecified) returned Kir21 inh 0.09 and CHT block inactive.
For CN(c1ccc([N+](=O)[O-])cc1/C=N/NC(=O)COc1ccccc1)C1CCCCC1 the results were Kir21 inh -2.4 and CHT block inactive.
COc1ccccc1C1/C(=C(/O)c2ccccc2)C(=O)C(=O)N1CCO (stereo unspecified) was read as Kir21 inh 1.4 and CHT block inactive.
For Cc1sc2nc(CSCC(=O)N(C)c3ccccc3)[nH]c(=O)c2c1C the results were Kir21 inh 0.01 and CHT block inactive.
Screening COc1ccc(N2CCN(C(=O)c3ccc(C)c(NC(=O)c4ccco4)c3)CC2)cc1 returned Kir21 inh 0.38 and CHT block inactive.
Screening CC(=O)N1c2ccc(S(=O)(=O)NCC3CCC(C(=O)NC4CCCCC4C)CC3)cc2CC1C (stereo unspecified) returned Kir21 inh -0.01 and CHT block inactive.
`CCOC(=O)CNC(=O)CSc1nnc(NC(=O)c2ccc3c(c2)OCO3)s1` gave Kir21 inh 0.65 and CHT block inactive.
For Clc1ccc(Cn2c(-c3cccnc3Cl)nc3ccccc32)cc1 the results were Kir21 inh -5.33* and CHT block inactive.
For CCCn1c(N)c(N(C)C)c(=O)n(CC(=O)Nc2ccc(OC(F)(F)F)cc2)c1=O the results were Kir21 inh 0.39 and CHT block inactive.
For CCCCN(C(=O)c1ccc(S(=O)(=O)N2CCOCC2)cc1)C1CCS(=O)(=O)C1 (stereo unspecified) the results were Kir21 inh -1.08 and CHT block inactive.
`COCCN1CCN(Cc2cn(C)nc2-c2cccc(Cl)c2)CC1` gave Kir21 inh -0.44 and CHT block inactive.
For CSc1ccc(Cc2ccc(Cl)cc2Cl)nn1 the results were Kir21 inh -1.43 and CHT block inactive.
Screening O=C(Cn1c2[n+](c3ccc(C(F)(F)F)cc31)CCCCC2)Nc1c(F)cccc1F returned Kir21 inh -0.27 and CHT block inactive.
`C[C@@H](C(=O)NCc1ccc(S(C)(=O)=O)cc1)[C@@H]1C[C@@]1(C)[C@@H](NC(=O)OCc1ccccc1)c1ccccc1` gave CHT block inactive.
O=C(O)/C=C/c1cn(-c2ccccc2)nc1-c1ccc(-c2ccc([N+](=O)[O-])cc2)o1 was read as Kir21 inh 0.03 and CHT block inactive.
`Cn1nccc1NC(=O)Nc1cccc([N+](=O)[O-])c1` gave Kir21 inh 0.5 and CHT block inactive.
O=[N+]([O-])c1ccc(N2CCN(S(=O)(=O)c3ccc(Cl)c(Cl)c3)CC2)cc1NCCN1CCOCC1 was read as Kir21 inh -1.01 and CHT block inactive.
`O=C(c1cccc(F)c1)N1CCN(S(=O)(=O)c2ccc(C(F)(F)F)cc2)CC1` gave Kir21 inh 0.07 and CHT block inactive.
For CCOC(=O)C1(CCCc2ccccc2)CCN(Cc2cnn(C)c2)CC1 the results were Kir21 inh 0.03 and CHT block inactive.
For COc1ccc(N2CCN(C(=O)CNC(=O)c3ccc(C(C)(C)C)cc3)CC2)cc1 the results were Kir21 inh -1.27 and CHT block inactive.
O=C(O)C1CCCN(S(=O)(=O)c2ccc3c(c2)OCCO3)C1 (stereo unspecified) was read as Kir21 inh -0.02 and CHT block inactive.
COc1ccc(NC(=O)C2CCCN(S(=O)(=O)c3cccc4nonc34)C2)cc1OC (stereo unspecified) was read as Kir21 inh 0.91 and CHT block inactive.
`COCCCNC(=O)c1cc2c(-c3cccc(OC)c3)nn(C)c2s1` gave Kir21 inh 0.07 and CHT block inactive.
For Cc1csc2ncnc(N3CCN(C(=O)Nc4ccc(OC(F)(F)F)cc4)CC3)c12 the results were Kir21 inh 0.81 and CHT block inactive.
For COc1ccc(CCN(Cc2cc3cccc(C)c3[nH]c2=O)C(=O)NC2CCCCC2)cc1OC the results were Kir21 inh 1.52 and CHT block inactive.
Screening COC(=O)/C(=C/c1cn(C)c2ccccc12)[N+](=O)[O-] returned Kir21 inh -5.31*.
Screening COc1ccc(OCCCC(=O)Nc2cccc(SC)c2)cc1 returned Kir21 inh 0.42 and CHT block inactive.
Screening O=C(OCCN1CCN(c2ncc(C(F)(F)F)cc2Cl)CC1)c1ccc(F)cc1 returned Kir21 inh -0.08 and CHT block inactive.
For COc1cc(N(C(=O)Cc2cccs2)C(C(=O)NC2CCCCC2)c2ccc(C)cc2)ccc1-n1cnnn1 (stereo unspecified) the results were Kir21 inh -0.12 and CHT block inactive.

Reprinted at random: 6 records from the list.
For COc1ccc(N2CCN(C(=O)CNC(=O)c3ccc(C(C)(C)C)cc3)CC2)cc1 the results were Kir21 inh -1.27 and CHT block inactive.
`COCCCNC(=O)c1cc2c(-c3cccc(OC)c3)nn(C)c2s1` gave Kir21 inh 0.07 and CHT block inactive.
For COc1cc(N(C(=O)Cc2cccs2)C(C(=O)NC2CCCCC2)c2ccc(C)cc2)ccc1-n1cnnn1 (stereo unspecified) the results were Kir21 inh -0.12 and CHT block inactive.
For CCOC(=O)C1(CCCc2ccccc2)CCN(Cc2cnn(C)c2)CC1 the results were Kir21 inh 0.03 and CHT block inactive.
For COc1ccc(CCN(Cc2cc3cccc(C)c3[nH]c2=O)C(=O)NC2CCCCC2)cc1OC the results were Kir21 inh 1.52 and CHT block inactive.
O=C(O)C1CCCN(S(=O)(=O)c2ccc3c(c2)OCCO3)C1 (stereo unspecified) was read as Kir21 inh -0.02 and CHT block inactive.

Going on with the list:
`COc1ccccc1NC(=O)c1ccc(NC(=O)CSc2n[nH]c(N)n2)cc1` gave Kir21 inh 0.39 and CHT block inactive.
Screening Cc1cccc(NC(=O)NCCN2CCCCC2)c1 returned Kir21 inh -1.41 and CHT block inactive.
`c1ccc(Nc2ncnc3sc4c(c23)CCC4)cc1` gave Kir21 inh 0.92 and CHT block inactive.
`Oc1ccc(CCNc2ncnc3ccc(Cl)cc23)cc1` gave Kir21 inh 0.98 and CHT block inactive.
`O=C(NC1CCCc2ccccc21)c1cccc(Br)c1` (stereo unspecified) gave Kir21 inh 0.44 and CHT block inactive.
For COC(=O)c1ccc2c(=O)n(Cc3ccc(C(=O)NCCCN4CCC(C)CC4)cc3)c(=S)[nH]c2c1 the results were Kir21 inh 0.51 and CHT block inactive.
For Cc1ccc(C2=NO[C@@](CC(=O)O)(C(=O)Nc3ccc4c(c3)OCCO4)C2)cc1 the results were Kir21 inh -1.43 and CHT block inactive.
Screening COc1ccc(-n2ccnc(SCC(=O)NC3CCCC3)c2=O)cc1OC returned Kir21 inh 1.46 and CHT block inactive.
`CC(C)CCN(C)C1CCN(C(=O)Nc2c(F)cccc2F)CC1` gave Kir21 inh 1.28 and CHT block inactive.
CCC(=O)N1CCc2cc(Br)cc(S(=O)(=O)N3CCCCCC3)c21 was read as Kir21 inh -2.71 and CHT block inactive.
For CCOC(=O)N1CCN(c2cc(=O)n(C)c(=O)n2C)CC1 the results were Kir21 inh -0.28 and CHT block inactive.
For CC1(C)CC2CC(C)(CN2C(=O)NC(=O)c2ccccc2)C1 (stereo unspecified) the results were Kir21 inh 0.35 and CHT block inactive.
For O=Cc1ccc(OC(=O)c2cc(Cl)nc3ccccc23)cc1 the results were Kir21 inh -0.57 and CHT block inactive.
CCOC(=O)c1ccc(NC(=O)COc2ccc(S(=O)(=O)NC(C)CC)cc2)cc1 (stereo unspecified) was read as Kir21 inh 0.51 and CHT block inactive.
For O=C(Nc1ccc2c(c1)OCCO2)c1cccc2nc3ccccc3nc12 the results were Kir21 inh -0.01 and CHT block inactive.
For CC(=O)Nc1ccc(NS(=O)(=O)c2ccc3c(c2)oc(=O)n3C)cc1 the results were Kir21 inh -0.04 and CHT block inactive.
For COc1cc(OC)cc(C(=O)OCC(=O)Nc2ccc3[nH]c(=O)[nH]c3c2)c1 the results were Kir21 inh 2.01 and CHT block inactive.
For COc1ccc(S(=O)(=O)N2CCCOC2CNC(=O)C(=O)NCc2ccncc2)cc1 (stereo unspecified) the results were Kir21 inh -0.01 and CHT block inactive.
For CCOc1ccc(S(=O)(=O)Nc2nc3ccccc3nc2-n2ccc(=NC(=O)c3cccs3)cc2)cc1 the results were Kir21 inh 0.33 and CHT block inactive.
`Cn1c(CO)cnc1S(=O)(=O)Cc1ccc(Cl)cc1` gave Kir21 inh -0.03 and CHT block inactive.
Screening O=C(N/N=C/c1ccncc1)c1cc([N+](=O)[O-])cc([N+](=O)[O-])c1O returned Kir21 inh 1.48 and CHT block inactive.
`CSc1ncc(OCc2ccccc2)c(=O)[nH]1` gave Kir21 inh 1.22 and CHT block inactive.
